USP2a block: blocks human ubiquitin-specific protease USP2a. USP2 core, Ub-CHOP2 coupled fluorogenic reporter, 485/531. Potency, µM (doses to about 38.3 µM), inactives show at the top dose activity change, negative = inhibition, actives largely listed as inhibitors. actives 0.01% (n = 330,000);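 also: potency is read from the fitted curve at half-maximal effect; plate controls were DMSO wells for no effect and full inhibition by NEM control for full effect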
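Cell-free coupled assay: 10nM USP2 core preincubated 30min RT with compound in Tris-HCl pH 8.0/CaCl2/CHAPS buffer, then 25nM Ub-CHOP2 and 25nM reporter substrate; fluorescence (Ex 485/Em 531) read after 60min RT, normalized to NEM inhibition, concentration-response curves fitted.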
Coupling enz: coupling enzyme interference in Giardia aldolase counter-screen | coupling enzyme system counterscreen, AmpLite Red fluorescence | activity change, negative = inhibition, % at 58.2 µM, hits read low | actives 0.67% (n = 290,000) | AID 2472; in the data active = activity change below about -30%; also: % is scaled to controls: 0 for no effect and ±100 for the full control effect
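First, compound is pin-transferred into glyceraldehyde-3-phosphate coupling-enzyme reagent at 57.5 uM final and held 10 min at RT. Next, substrate, coupling system and AmpLite Red are added. After 20 min RT, fluorescence (525/598 nm) is read.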
KCNH2 3.1 block: blocks the human KCNH2 3.1 channel isoform; U2OS KCNH2 3.1, thallium flux FluxOr; active compounds read low; activity change, % (tested at about 1.8 µM); actives 0.95% (n = 340,000); AID 720553;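 active = maximum activity change below -70%; inconclusive = maximum activity change from -70% to -50%; inactive = maximum activity change above -50%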;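 also: thallium influx rate constant from kinetic fluorescence after stimulation buffer; % is scaled to controls: 0 for no effect and ±100 for the full control effect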
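U2OS cells transduced with KCNH2 3.1 mutant virus (1.77 x 10^8 /mL, 4 h), plated overnight at 37 C, loaded 45 min with FluxOr dye plus Red40 quencher. Thallium flux rate constant from kinetic reads after stimulation buffer, normalised to controls.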
B2AR arrestin: recruits beta-arrestin to the human beta2-adrenergic receptor; P07550; beta-arrestin recruitment to beta2AR, cell-based reporter; Potency, µM (doses to about 46.1 µM), for inactives: top-dose activation, most hits filed as activators; actives 0.02% (n = 330,000); AID 492947;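 also: potency is read from the fitted curve at half-maximal effect; 0% = DMSO controls and full agonism = EC100 isoproterenol or metaproterenol; nearly all actives have a fitted effect of over 65% in size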
KCNH2 WT inh: inhibitors of human wildtype KCNH2 potassium channel. Q12809. U2OS, BacMam KCNH2, thallium flux FluxOr; active compounds read low. activity change, % at 1.84 µM. actives 0.37% (n = 340,000). AID 720551;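 active = maximum activity change below -70%; inconclusive = maximum activity change between -70% and -50%; inactive = maximum activity change above -50%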; also: % is scaled to controls: 0 for no effect and ±100 for the full control effect
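U2OS cells were transduced with wild-type KCNH2 virus (2.03 x 10^8 / mL) for 4 h at room temperature, then cultured overnight at 37 C. Thallium flux was read with FluxOr dye. Rate constants were normalized to DMSO controls.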
GALK inh: inhibitors of human galactokinase. P51570. Purified GALK, Kinase-Glo residual ATP luminescence. Potency, µM (highest dose often 57.5 µM), without a hit: at the highest dose activity change, negative = inhibition, usual class: inhibitors. actives 0.007% (n = 270,000); also: potency is read from the fitted curve at half-maximal effect; % is scaled to controls: 0 for no effect and ±100 for the full control effect
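Quantitative HTS: GALK 5 nM, ATP 35 uM, galactose 100 uM, 1 h room temperature, then luciferase-based ATP detection.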
CXXC DNA block: MLL CXXC-DNA interaction inhibition; Potency, µM (titrated, usually from 115 µM), inactives show top-dose activity change, negative = inhibition, actives largely listed as inhibitors; Q03164; MLL-CXXC / FITC-HOXA9 DNA fluorescence polarization; actives 0.037% (n = 290,000); active = well fitted inhibition curve with a large enough effect in the polarisation, with a control signal flat, not every such curve was filed as active; inconclusive = small, poorly fitted or top-dose-only effect, or effect the other way, or a change in a side signal; inactive = no such curve, though single readings can be large or run the other way; the % refers to the polarisation; also: potency is read from the fitted curve at half-maximal effect
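Fluorescence polarization: 7 uM MLL-CXXC (stock) preincubated 5 min with compounds, then 50 nM fluorescein-HOX-A9 DNA (stock) added; 30 min ambient. Buffer 50 mM Tris-HCl pH 7.5, 50 mM NaCl, 1 mM DTT, 0.05% BSA.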
Menin MLL FP TR: inhibitors of human menin-MLL interaction, mutant MLL peptide; Menin + Texas Red MLL mutant peptide, fluorescence polarization; AID 1768; O00255; actives 0.23% (n = 270,000); Potency, µM (series often up to 61.6 µM), for inactives: at the highest dose FP activity change, negative = inhibition, most hits filed as inhibitors; active = well fitted inhibition curve with a large enough effect in the polarisation, with a control signal flat, not every such curve was filed as active; inconclusive = small, poorly fitted or top-dose-only effect, or effect the other way, or a change in a side signal; inactive = no such curve, though single readings can be large or run the other way; the % refers to the polarisation; also: potency is read from the fitted curve at half-maximal effect; % of control where 0% means no effect; many of its hits are not listed in these tables
TRPV1 ag: agonists of human vanilloid receptor 1 (TRPV1). actives 0.19% (n = 320,000). Q8NER1. activation, % at 8.33 µM. TRPV1-expressing cells, Fluo-8 calcium influx, agonist mode; in the data active = activation above about 80%; inconclusive = between about 30% and that limit; also: 0% is about no effect
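Cells expressing TRPV1 were dye-loaded with Fluo-8 and read kinetically: 10 s baseline, 3 min after compound (agonist portion), then 2 min after EC20 capsaicin (allosteric enhancer portion). Calcium-bound dye fluorescence at 480/520 nm.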
PKM2 act: activators of human pyruvate kinase M2; Potency, µM (doses to about 57.5 µM), without a hit: top-dose activation, actives largely listed as activators; P14618; actives 0.34% (n = 260,000); purified PKM2, Kinase-Glo ATP luminescence, activation; response scale: 0% is enzyme alone, no compound; AID 1631; also: potency is read from the fitted curve at half-maximal effect; % is scaled to controls: 0 for no effect and ±100 for the full control effect; nearly all actives have a fitted effect of over 55% in size
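Purified hPK-M2 (>95% pure) converted ADP (0.1 mM final) to ATP with 0.5 mM PEP in 50 mM imidazole pH7.2, KCl, MgCl2, Tween 20, BSA; 1 h at room temperature. ATP detected by Kinase-Glo luminescence.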
Giardia killer: kills Giardia lamblia; Giardia lamblia trophozoite viability; activity change, % at 7.66 µM, hits read low; actives 0.15% (n = 340,000); AID 540267; in the data active = activity change below about -80%; inconclusive = between about -30% and that limit;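 also: parasites exposed to compound for two days anaerobically before the ATP read; % is scaled to controls: 0 for no effect and ±100 for the full control effect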
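Anaerobic 48 hrs incubation at 37 deg C of 100 trophozoites/well with test compounds; ATPLite 1-Step luminescence, 15-30 min RT, reports cellular ATP as viability.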
* = called active by the depositor; ? = inconclusive; · = no result given; & = joins results of further samples; [ ] = dose if it differs, or a comment. Unless noted, calls follow the shape of the dose curve; as a rule, active = well fitted curve in the direction sought with a large enough effect; inconclusive = small, poorly fitted or top-dose-only effect, or another doubt; inactive = no such curve, though single readings can be large; an effect the other way counts as inactive or inconclusive. This is a subset; the hit share may differ from the screen's.

Second line of a record: USP2a block	Coupling enz	KCNH2 3.1 block	B2AR arrestin	KCNH2 WT inh	GALK inh	CXXC DNA block	Menin MLL FP TR	TRPV1 ag	PKM2 act	Giardia killer
- CC(NC(=O)Cc1ccc(Br)cc1)c1ccccc1 (stereo not given)
  1%	0	2	-0.3%	0	0%	1%	3%	9	0%	-9
- CC(=O)NC(Cc1ccc(F)c(F)c1)C(=O)NC1CCN(c2c(Cc3ccccc3)c(C)nc3ncnn23)CC1 (stereo not given)
  1%	3	12	0.1%	4	2%	-3%	?	1	-4%	-16
- CCCCC(=O)Nc1cc([N+](=O)[O-])ccc1F
  -4%	5	-10	-0.4%	-1	11%	4%	-23%	1	3%	?
- Cc1ccc(N2C(=O)CSC23C(=O)Nc2ccccc23)cc1 (stereo not given)
  0%	2	5	-0.3%	-19	1%	5%	19%	-4	-4%	-14
- c1cc(-c2sc(-c3ccncc3)c(-c3ccncc3)c2-c2ccncc2)ccn1
  10%	-4	0	-0.1%	2	4%	-3%	·	3	0%	-3
- CCCNC(=O)C(=O)NCCC1=CCCCC1
  3%	5	7	-0.3%	3	0%	14%	5%	?	-3%	12
- O=C(COC(=O)C12CC3CC(CC(Br)(C3)C1)C2)Nc1cccc(S(=O)(=O)N2CCOCC2)c1
  -2%	·	-13	-0.6%	-4	·	·	·	·	·	3
- Cc1cc(S(=O)(=O)NCCN2CCOCC2)ccc1Cl
  -1%	-2	-5	0.5%	-1	-1%	11%	-19%	0	·	-7
- CCOC(=O)c1sc2nc(C)cc(C)c2c1NC(=O)c1ccco1
  2%	-2	-4	-3.4%	-1	-1%	4%	0%	-2	-3%	-6
- CC(C)CNS(=O)(=O)c1ccc(CCC(=O)NCc2ccc(Cl)cc2)cc1
  0%	2	-8	0.1%	-2	-3%	0%	-22%	-2	4%[11.5 µM]	12
- NC(=O)c1cccc(C(N)=O)n1
  -1%	0	4	-1.6%	7	0%	-18%	-3%	1	-7%	?
- C=CCN1CCN(C(c2ccc(OC)c(OC)c2)c2nnnn2C(C)(C)C)CC1 (stereo not given)
  0%	-72*	-2	0.5%	7	7%	13%	?	4	6%	1
- O=C(C1=C(O)C(=O)N(CCOCCO)C1c1ccccn1)c1cccs1 (stereo not given)
  -1%	-6	10	0.4%	-2	·	-10%	·	1	1%	-8
- Oc1c(C(c2ccccn2)N2CCOCC2)ccc2cccnc12 (stereo not given)
  0%	-4	11	?	-14	3%	-21%	-20%	3	5%	5
- CC(C)(C)C1CCc2c(sc(NC(=O)CSc3ncn[nH]3)c2C#N)C1 (stereo not given)
  -9%	-3	-9	2.0%	7	-1%	11%	?	21	-3%	-1
- Cc1cnc(C(=O)Nc2nccs2)cn1
  0%	-11	1	-0.7%	2	5%	-1%	21%	-7	12%	?
- COc1ccc(NC(=O)c2cccs2)cc1O
  8%	-5	-6	-0.6%	5	4%	7%	?	-2	-19%	-1
- CCCCCOc1ccc(C2C(C(=O)c3ccc(C)o3)=C(O)C(=O)N2c2cc(C)on2)cc1 (stereo not given)
  3%	-6	12	-0.4%	-26	0%	7%	-10%	1	·	21
- COc1cc([N+](=O)[O-])c(C(=O)N2CCOCC2)c([N+](=O)[O-])c1
  3%	-19	-7	-1.4%	-2	·	4%	-1%	0	2%	-13
- CCCCc1ccc(NC(=O)Nc2c(C)n(C)n(-c3ccccc3)c2=O)cc1
  -2%	3	-8	-0.1%	-23	1%	?	-2%	2	-2%	13

5 entries already listed, ordered by their value in CXXC DNA block, smallest number first.
SMILES	B2AR arrestin	GALK inh	CXXC DNA block	Menin MLL FP TR	TRPV1 ag	PKM2 act
NC(=O)c1cccc(C(N)=O)n1	-1.6%	0%	-18%	-3%	1	-7%
Cc1cnc(C(=O)Nc2nccs2)cn1	-0.7%	5%	-1%	21%	-7	12%
CC(C)CNS(=O)(=O)c1ccc(CCC(=O)NCc2ccc(Cl)cc2)cc1	0.1%	-3%	0%	-22%	-2	4%[11.5 µM]
CCCCCOc1ccc(C2C(C(=O)c3ccc(C)o3)=C(O)C(=O)N2c2cc(C)on2)cc1 (stereo not given)	-0.4%	0%	7%	-10%	1	·
CC(C)(C)C1CCc2c(sc(NC(=O)CSc3ncn[nH]3)c2C#N)C1 (stereo not given)	2.0%	-1%	11%	?	21	-3%

Record cards, from the list above. Order of screens: USP2a block, Coupling enz, KCNH2 3.1 block, B2AR arrestin, KCNH2 WT inh, GALK inh, CXXC DNA block, Menin MLL FP TR, TRPV1 ag, PKM2 act, Giardia killer
O=C(COC(=O)C12CC3CC(CC(Br)(C3)C1)C2)Nc1cccc(S(=O)(=O)N2CCOCC2)c1 in the list: -2%, ·, -13, -0.6%, -4, ·, ·, ·, ·, ·, 3
CC(C)(C)C1CCc2c(sc(NC(=O)CSc3ncn[nH]3)c2C#N)C1 (stereo not given) in the list: -9%, -3, -9, 2.0%, 7, -1%, 11%, ?, 21, -3%, -1
CC(NC(=O)Cc1ccc(Br)cc1)c1ccccc1 (stereo not given) in the list: 1%, 0, 2, -0.3%, 0, 0%, 1%, 3%, 9, 0%, -9

More entries.
Second line of a record: USP2a block	Coupling enz	KCNH2 3.1 block	B2AR arrestin	KCNH2 WT inh	GALK inh	CXXC DNA block	Menin MLL FP TR	TRPV1 ag	PKM2 act	Giardia killer
- COC(=O)c1ccc(NC(=O)CS(=O)(=O)Cc2ccccc2)cc1
  -1%	3	0	0.2%	-5	6%	-1%	0%	-4	10%	11
- CCC(=O)N1CCN(c2ccc(NC(=O)c3ccc4c(c3)OCCO4)cc2)CC1
  -1%	0	11	-0.3%	-6	1%	5%	4%	2	-5%	-13
- O=C(c1ccc2ccccc2c1)C1CCCN(C(=O)CCn2cnnn2)C1 (stereo not given)
  -1%	0	28	-0.6%	-1	-1%	1%	-1%	2	0%	-11
- Cn1c(=O)[nH]c2ncn(C)c2c1=O
  ·	1	-1	·	-5	·	-1%	2%&3%	·	·	8
- Cc1ccc(Nc2nc(COC(=O)C3CC3)cs2)cc1
  -1%	-4	-4	-0.6%	1	-2%	-13%	-1%	16	0%	4
- COC(=O)CSc1nc(Cc2ccccc2)nc2ccccc12
  2%	2	-15	-0.1%	·	13%	0%	-7%	?	0%	16
- COc1ccccc1CNC(=O)COC(=O)Cc1c(F)cccc1Cl
  1%	2	6	0.0%	-7	5%	2%	-5%	15	4%	-5
- C=CCn1c(SCC(=O)NCC2CCCO2)nc2scc(-c3ccco3)c2c1=O (stereo not given)
  2%	1	2	0.2%	-1	-1%	5%	0%	14	?	-5
- CN1c2ccccc2N(C)C1c1ccc2c(c1)OCO2
  -1%	3	8	-0.1%	5	-3%	5%	-12%	-2	5%	-6
- Oc1ccccc1C(=S)N1CCCCC1
  0%	0	1	-0.4%	-4	8%	-5%	-3%	0	-7%	-11
- Cc1nc(NC(=O)CSc2nnc(-c3ccc4c(c3)OCO4)o2)c(Cl)cc1Cl
  1%	0	-4	-2.4%	-9	3%	-7%	-12%	-6	-16%	-19
- O=C(CCCC(=O)OCC(F)(F)C(F)F)Nc1ccccc1F
  -1%	-1	-19	0.1%	5	7%	-1%	-4%	27	0%	10
- CCN(CC)S(=O)(=O)c1ccc(-c2nnc(SCC(=O)Nc3ccc(OC)cc3)o2)cc1
  2%	-3	1	-0.1%	-13	-1%	-5%	-4%	2	1%	8
- CC(NC(=O)c1cc(S(=O)(=O)N2CCCC2)cn1C)c1ccccc1 (stereo not given)
  2%	3	6	0.6%	12	·	·	2%	-4	2%	-1
- Cc1ccc(NC(=O)C2(c3ccc([N+](=O)[O-])cc3)CCCC2)cc1
  4%	0	2	-0.6%	0	2%	5%	3%	1	1%	?
- CCCC(=O)Nc1ccccc1NC(=O)c1ccc(OCC)cc1
  7%	0	3	-0.8%	·	-3%	1%	-11%	18	0%	-10

High-throughput results from PubChem.
